Screens as filed in PubChem BioAssay.
NPYLR7 ag: agonists of mosquito NPYLR7 receptor, primary screen, cell-based, Aedes aegypti, calcium fluorescence, mosquito biting behavior; Aedes aegypti neuropeptide Y-like receptor 7 (NPYLR7); HEK293T NPYLR7/Galpha15, GCaMP6s calcium fluorescence; activation, % at 10 µM; 270,000 compounds, 0.15% hits; AID 1259423, 2018; in the data active means activation above about 40%;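 further: 0% = vehicle and 100% = reference agonist at the receptor; some compounds past the cut are filed as inactive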
mcGAS inh: cyclic GMP-AMP synthase inhibitors, mouse, primary biochemical chemiluminescence. Q8C6L5. recombinant cGAS, Kinase-Glo ATP depletion luminescence. inhibition, % at 12.5 µM. 160,000 compounds, 0.15% hits;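 further: 0% = negative control wells and 100% = reference inhibitor with no enzyme activity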
hcGAS lum: Primary biochemical luminescence assay for human cyclic GMP-AMP synthase inhibitors. Q8N884. recombinant h-cGAS, ATP depletion, Kinase-Glo luminescence. inhibition, % at 12.5 µM. 290,000 compounds, 0.081% hits;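 further: 0% = vehicle reaction and 100% = reaction without DNA for no activity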
Target sequence (Q8N884 whole entry, looked up): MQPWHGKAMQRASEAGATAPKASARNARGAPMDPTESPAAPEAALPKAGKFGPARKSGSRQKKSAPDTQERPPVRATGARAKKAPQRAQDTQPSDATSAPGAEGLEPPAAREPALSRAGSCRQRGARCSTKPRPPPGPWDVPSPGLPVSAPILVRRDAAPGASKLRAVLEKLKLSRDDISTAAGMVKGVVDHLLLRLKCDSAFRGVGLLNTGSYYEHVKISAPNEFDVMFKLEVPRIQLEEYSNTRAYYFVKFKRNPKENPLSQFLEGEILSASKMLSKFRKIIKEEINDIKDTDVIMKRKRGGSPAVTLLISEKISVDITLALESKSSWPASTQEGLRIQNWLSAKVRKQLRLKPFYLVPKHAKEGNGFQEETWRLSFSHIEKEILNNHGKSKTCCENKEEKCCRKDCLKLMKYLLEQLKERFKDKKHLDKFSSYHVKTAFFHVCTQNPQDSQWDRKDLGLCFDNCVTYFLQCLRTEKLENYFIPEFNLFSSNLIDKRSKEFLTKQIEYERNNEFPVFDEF
Numbers without * were called inactive; . = no result given; & = joins results of further samples. Unless noted, no stated cut-off is given here; in the data, active means inhibition above about 40%; inactive means the rest.

SMILES	NPYLR7 ag	mcGAS inh	hcGAS lum
CCc1ccc(S(=O)(=O)NCCn2nc(-c3ccco3)ccc2=O)s1	-2	-4	9
CCOc1cccc(C(=O)Nc2cccc(-c3nc4cc(C)c(C)cc4o3)c2)c1	-8	-4	-2
COc1cccc(C2c3[nH]c4ccccc4c3CCN2C(=O)c2cc(F)ccc2C(F)(F)F)c1 (stereo not drawn)	-1	-5	-9
CC(Oc1cccc(-n2ccnc2-c2ccccn2)c1)C(=O)O (stereo not drawn)	-2	-13	-5
Nc1ccc2oc(-c3cc(F)c(F)cc3Cl)nc2c1	-3	.	-10
CC1CCCCC12NC(=O)N(CN1CCN(Cc3cc(=O)n4ccsc4n3)CC1)C2=O (stereo not drawn)	7	.	-2
COc1ccc(-n2c(Cc3ccccc3)nnc2SCCCC(=O)N2CCN(C(=O)c3ccc(C(F)(F)F)cc3)C(C)C2)cc1 (stereo not drawn)	11	-3	0
COc1cccc(OCC2c3ccsc3CCN2C(=O)CN(C(C)=O)C(C)C)c1 (stereo not drawn)	-19	1	2
CCN(CC)c1ccc(NC(=O)N2CCN(C)CC2c2ccccc2)cn1 (stereo not drawn)	8	-16	-9
Cn1cnnc1-c1ccc(N)cc1	-11	.	-9
OC12CC3CC(C1)CC(NCc1cn[nH]c1-c1ccc(F)cc1)(C3)C2	6	.	-7
c1ccc(N2CCCN(Cc3ccncc3)CC2)cc1	2	-16	-5
Cc1ccc(CN(Cc2ccc(F)cc2)CC(O)COCc2ccccc2)o1 (stereo not drawn)	23	-6	-6
COc1ccc(C)c2sc(N(CCCN(C)C)C(=O)c3ccc(C#N)cc3)nc12	1	-5	-3
CCOc1ccc(-c2cc(C)n3nc(C(=O)Nc4ccccc4C(=O)OC)cc3n2)cc1	-2	0	1
CCCCN(CC)c1ncnc2c1sc1nc(N3CCOCC3)c3c(c12)CC(C)(C)OC3	13	.	-1
COc1cccc(CCNC(=O)C2CC(=O)N(N(C)c3ccccc3)C2)c1 (stereo not drawn)	-7	-5	-4
COc1cc(COC2CCCN(C(=O)c3cccs3)C2)cc(OC)c1 (stereo not drawn)	-3	-3	-4
CC(NC(=O)c1cc2n(n1)CCCN(C(C)C)C2)c1nccs1 (stereo not drawn)	-1	.	-7
Nc1cccc(C(=O)NOCc2ccccc2)c1Nc1ccccc1	0	-5	-5
CC(Cc1ccccc1Cl)NC(=O)C1CC2CCCC(C1)C2=O (stereo not drawn)	-25	.	-7
Cc1nn(C)c(C)c1CN(Cc1noc(C2CCCC2)n1)C1CC1	.	-6	-13
O=C(Cc1ccccc1)NCc1nnc(SCC(=O)Nc2nccs2)n1-c1ccc(Cl)c(Cl)c1	-5	.	-3
O=C(Nc1ccc(-c2cccc(-c3ccc4c(c3)OCCO4)n2)cc1)C1=COc2ccc(Cl)cc2C1	14	-7	-1
COCCCN1C(=O)N(Cc2ccc3ccccc3c2)C(=O)C12CCN(Cc1ccc(C)s1)CC2	7	-16	-8
CCCN(Cc1cc(NC(=O)COC)ccc1N(C)C)C(=O)c1cccs1	-5	-7	-7
O=C(Cn1cnc2c(nnn2-c2cccc(F)c2)c1=O)N1CCCC1	-4	-6	-2
O=C(O)C1(O)c2ccccc2NC(=S)N1Cc1ccccc1 (stereo not drawn)	-1	.	-7
CCCC(C)N1CC2(CCN(C(=O)Cn3nc(C)cc3N)CC2)OC1=O (stereo not drawn)	.	-8	-10
COc1nc(-c2ccc(Cl)c(Cl)c2)n(-c2cccc(NC(=O)c3cccc([N+](=O)[O-])c3)c2)n1	-2	0	-4
O=C(CN(CC1CCCO1)C(=O)Nc1c(Cl)cccc1Cl)N(Cc1ccccc1)Cc1ccco1 (stereo not drawn)	-8	-4	1
O=C(CCN(Cc1ccco1)c1nc(-c2ccc(F)cc2)nc2ccccc12)Nc1cccc(F)c1	3	-3	-4
O=C(c1ccc(-c2ccco2)cc1)N1CCC2(CCCN(CC3CC3)C2)C1 (stereo not drawn)	15	.	-6
COc1cn(C)c(C(=O)Nc2ccc(F)c(F)c2)cc1=O	3	.	-4
Cc1ccccc1C(NC(=O)C1CCN(CCOc2ccc(F)cc2)CC1)c1cnccn1 (stereo not drawn)	-3	-3	2
O=C(NCCN1CCOCC1)N1CCN(S(=O)(=O)c2c(Cl)cccc2Cl)CC1	-2	.	-2
CCOc1ccc(C(=O)CSc2nnc3n(Cc4ccccc4)c(=O)c4ccccc4n23)cc1	-1	-1	1
CCS(=O)(=O)c1ccc2c(c1)N(c1cccc(O)c1)C(=O)C(C)O2 (stereo not drawn)	10	.	0
N#CC1(C(=O)OCc2cc(-c3ccccc3)no2)CCCC1	1	.	1
O=C(NCCSc1ncn[nH]1)c1ccc(NC(=O)C2CCC2)cc1	2	.	-5
COc1ccc2c(c1)CCc1cc(CCC(=O)NCCCN3CCOCC3)n(-c3ccc4ncsc4c3)c1-2	2	-12	-10
Cc1cc(CS(=O)(=O)C(C)c2nnc(C)o2)no1 (stereo not drawn)	8	-17	-7
O=C(CC1CCCN(c2cnn(CC3CC3)c(=O)c2)C1)N1CCSCC1 (stereo not drawn)	.	-3	-7
Cn1c(=O)c2c(nc(SCCN3CCOCC3)n2Cc2ccccc2)n(C)c1=O	-3	.	-7
COc1ccc(C(C)C)cc1-c1nccnc1NCCc1ccccn1	5	-1	-2
COc1ccc(C=NNC(=O)C[n+]2ccccc2)c(OC)c1OC	7	-6	-7
O=C(NC1CCCCC12OCCO2)c1c(Cl)nc2ccccn12 (stereo not drawn)	7	-17	-9
O=C(c1ccccc1)N1CC(=O)N2CCc3cc(F)ccc3C2C1 (stereo not drawn)	-10	0	0
CC(C)(C)NC(=O)c1cc(-c2cc(C(=O)NC(C)(C)C)c3ccccc3n2)nc2ccccc12	-7	-5	-1
O=C(O)c1cc(S(=O)(=O)N2CCCc3ccc(F)cc32)cc2c1OCCO2	4	.	3
Cc1cc(=O)n(C)cc1NC(=O)c1ccc2[nH]ccc2c1	3	.	-5
O=C(c1cccc(Br)c1)N1CCC(c2ccccc2)CC1	-6	-6	-4
CC1C(=O)N(c2ccc(F)cc2)CCN1C(=O)c1ccccc1Cl (stereo not drawn)	-2	-6	-4
CN(CCC(=O)N1CCc2[nH]nc(C3CC3)c2C1)C1CCS(=O)(=O)C1 (stereo not drawn)	.	-7	-20
O=C(c1cc(F)cc2c1OCOC2)N1CCOC(Cc2ccccc2)C1 (stereo not drawn)	20	.	-9
O=C(Nc1ccc(Nc2cc(-n3cccn3)ncn2)cc1)C(c1ccccc1)c1ccccc1	-8	-9	-3
O=C(c1cc(-n2cccc2)ccc1O)N1CCC2(CCOCC2)CC1	-3	.	5
CCn1cc(C(=O)N2CCN(Cc3ccc(C(=O)OC)o3)CC2)c2nn(-c3ccccc3)c(=O)c-2c1	-2	-12	-6
O=C(NC1CCN(c2ccccc2C(=O)N2CCCC2)CC1)c1ccc(F)cc1F	0	-7	-7
O=C(Nc1nc(-c2cc([N+](=O)[O-])cs2)cs1)c1ccc(C(=O)c2ccccc2)cc1	2	.	-4
(list continues)
SMILES	NPYLR7 ag	mcGAS inh	hcGAS lum
CCCNC(=O)c1ccc(-c2ccc(OC)c(OC)c2)o1	12	.	-4
CCCCOc1ccc(S(=O)(=O)NCCOc2ccc3nnc(C)n3n2)cc1	1	-11	-8
COc1ccc(OC)c(CN(Cc2ccc(F)cc2)Cc2nc(C(=O)NCCN(C)C)co2)c1	18	-5	-1
CN(CCc1ccccn1)C(=O)NCCc1ccccc1	15	-3	-1
COc1ccc(Br)cc1S(=O)(=O)N1CCC2(CC1)C(=O)NCN2c1ccccc1	2	-4	-5
Cc1ccsc1CN(C)Cc1nc(N)nc(Nc2ccccc2)n1	-2	-10	-6
Cc1ccc(-c2nnc3n2CCCCC3)cc1N	0	-5	-3
O=C(CSc1nc2ccccc2s1)N=Nc1c(O)[nH]c2ccccc12	13	-5	-1
COc1cc(C2SCCS2)ccc1O	-2	.	-3
Cc1nn(CCO)cc1CN1CCN(Cc2ccc(Cl)cc2)CC1	1	-15	-2
Fc1ccc2nc3[nH]c4ccccc4c3nc2c1	-3	.	-2
COCC(c1ccccn1)N(C)Cc1cn[nH]c1-c1ccc(F)cc1 (stereo not drawn)	0	-8	2

Single records (already shown):
Cc1ccc(-c2nnc3n2CCCCC3)cc1N reads NPYLR7 ag: 0; mcGAS inh: -5; hcGAS lum: -3
Cc1ccsc1CN(C)Cc1nc(N)nc(Nc2ccccc2)n1 reads NPYLR7 ag: -2; mcGAS inh: -10; hcGAS lum: -6

(cont.)
SMILES	NPYLR7 ag	mcGAS inh	hcGAS lum
O=[N+]([O-])c1cc(C(F)(F)F)ccc1NN=Cc1ccc2ncccc2c1	6	.	-2
CNC(=O)c1ccccc1-c1cccc(NC(C)=O)c1	4	.	-6
CCOC(=O)c1cccc(NC(=O)N2CCN(CC(OCc3c(F)cccc3F)c3ccc(Cl)cc3)CC2)c1 (stereo not drawn)	.	-6	-4
CCC(C)(C)NS(=O)(=O)c1ccc(Cl)cc1C(F)(F)F	0	.	5
O=C1CCCN1c1ccc(C2=NNC(=NCc3ccccc3)SC2)cc1	7	.	-5
COc1ccc(-n2c(C)cn3c4c(=O)n(CC(C)=O)c(=O)n(C)c4nc23)cc1	6	.	-2
C=CCN(c1ccccc1)S(=O)(=O)c1ccc2c(c1)CCN2C(C)=O	0	.	-7
CCOC(=O)c1sc(NC(=O)CSc2ncnc3sc(C)c(C)c23)c(C(=O)OCC)c1C	-6	-1	0
CCc1nc2n(n1)CC(NCc1c(Cl)nc3sccn13)CC2 (stereo not drawn)	0	.	-8
O=C(C[n+]1cc(=O)o[nH]1)NC1CCCc2c1cnn2-c1ccc(F)cc1F (stereo not drawn)	11	.	-5
CCn1ncnc1CN1CCN(c2cc(OC)ncn2)CC1	16	-9	-6
CC(=O)Nc1cc(NC(=O)c2nc(C(C)C)cs2)ccc1Cl	38	.	-6
O=C(CSc1ccccc1)N1CCCC(N2CCN(c3cccc(Cl)c3)CC2)C1 (stereo not drawn)	5&2	.	-1&-7
CC(C)CN1CC(CN2CCOCC2)Oc2ncccc2S1(=O)=O (stereo not drawn)	3	-7	3
O=S1(=O)C=C(Sc2nc3cc(Cl)ccc3o2)c2ccccc21	-4	4	1
CC(C)NC(=O)N(Cc1ccco1)Cc1cc(NC(=O)c2cccs2)ccc1N(C)C	26	-10	-1
Cc1nc[nH]c(=O)c1Br	-6	.	-9
COc1cc2c(cc1C1CC(=O)Nc3cc(O)c(C)cc31)CCC2 (stereo not drawn)	-4	-19	-8
c1ccc(-n2nnnc2NCC2CCCCC2)cc1	-16	.	-12
O=C(c1ccc2nc(C3CCCCC3)oc2c1)N1CCCN(c2ncccn2)CC1	7	.	0
NC1CCCN(C(=O)c2ccc3n[nH]nc3c2)CC1 (stereo not drawn)	5	.	-6
O=[N+]([O-])c1ccc(OS(=O)(=O)c2cccc(Cl)c2Cl)c(Cl)c1	-1	-4	-3
O=C(CSC12CC3CC(CC(C3)C1)C2)Nc1cccc(F)c1	2	.	-12
CCOC(=O)c1nn(-c2ccccc2C)c(=O)cc1N1CCN(C(=O)OCC)CC1	4	.	-8

Part of the list above in order of count of non-hydrogen atoms, highest first:
SMILES	NPYLR7 ag	mcGAS inh	hcGAS lum
CCOC(=O)c1nn(-c2ccccc2C)c(=O)cc1N1CCN(C(=O)OCC)CC1	4	.	-8
O=C(CSc1ccccc1)N1CCCC(N2CCN(c3cccc(Cl)c3)CC2)C1 (stereo not drawn)	5&2	.	-1&-7
CC(C)CN1CC(CN2CCOCC2)Oc2ncccc2S1(=O)=O (stereo not drawn)	3	-7	3
O=[N+]([O-])c1ccc(OS(=O)(=O)c2cccc(Cl)c2Cl)c(Cl)c1	-1	-4	-3
NC1CCCN(C(=O)c2ccc3n[nH]nc3c2)CC1 (stereo not drawn)	5	.	-6

(next part)
SMILES	NPYLR7 ag	mcGAS inh	hcGAS lum
CC(C)NC(=O)C1CCCN(c2ccc(-c3ccc(Cl)cc3)nn2)C1 (stereo not drawn)	-12	-7	-6
Cc1cc(C(=O)NCc2ccc(-c3ncc(-c4ccc(N5CCOCC5)cc4)[nH]3)cc2)n(C(C)(C)C)n1	-2	-5	-1
Cc1ccc2nc(N(CCCN3CCOCC3)C(=O)COc3ccccc3)sc2c1	-3	-8	-7
COc1ccc(-c2nccn2-c2ccc(Cl)cc2)c(OC)c1OC	-3	.	-2
COc1ccc2[nH]c3c(c2c1)CCN(C(=O)/C=C/c1cccc(C(F)(F)F)c1)C3C(C)Cc1ccc2c(c1)OCO2 (stereo not drawn)	-7	3	-3
Cn1c(O)c(N=Nc2cccc3c2CCCC3)c2ccccc21	6	.	-8
COc1cccc(C(=O)CSc2nnc(NC(=O)C3CCCCC3)s2)c1	13	-3	1
CCOc1ccc(CNC(=O)CCn2cnc3c([nH]c4ccc(F)cc43)c2=O)cc1OCC	.	-8	-8
CC(C)N=C(C(=O)NC(C)C)C(F)(F)F	.	-3	-2
C=CC(C)(O)CN(CCN1CCOCC1)Cc1ccccc1C (stereo not drawn)	-2	0	2
CCn1nc(C)c(CNC(=O)CN2CCC(C)=N2)c1C	19	.	-7
N#Cc1c(-c2ccc(Br)cc2)cc(-c2ccccc2)nc1SCc1ccccc1	-4	-2	3
CCN1CCN(c2ccc(C(=O)Nc3cc(C)nn3C)cc2F)CC1	11	.	-13
